GAA glycogen: qHTS Assay for Inhibitors and Activators of Human alpha-Glucosidase Cleavage of Glycogen; Lysosomal alpha-glucosidase (Homo sapiens), P10253; recombinant GAA, glycogen substrate, Amplex Red glucose oxidase fluorescence; Potency, µM (top dose mostly 76.4 µM), for the others: top-dose activity change, negative = inhibition, usual class: inhibitors; actives 0.38% (n = 300,000);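 note: 0% = full enzyme reaction and -100% = no-enzyme basal signal; the screen sought inhibitors and activators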
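Recombinant enzyme (4 nM final) with compounds titrated up to 77 uM and bovine liver glycogen (30 ug) in citrate pH 5.0, 0.01% Tween-20, 37 C 40 min. Released glucose detected by Amplex Red/glucose oxidase (Ex 573/Em 610); AC50 from Hill fits.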
GAA spleen mod: qHTS Assay for Inhibitors and Activators of Human alpha-Glucosidase From Spleen Homogenate. AID 2112, 2009. human spleen homogenate, 4-MU-alpha-glucoside fluorescence. actives 0.006% (n = 240,000). Potency, µM (doses to about 79.9 µM), for the others: at the top dose activity change, negative = inhibition, hits mostly inhibitors;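 note: 0% = enzyme with vehicle and -100% = no enzyme basal signal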
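Human spleen homogenate (1 ug) with 4-methylumbelliferyl-alpha-D-glucopyranoside (1 mM final) in 50 mM citrate/phosphate pH 5.0, 0.01% Tween-20; 40 min at 37 C. Stopped at pH 10; 4-MU fluorescence Ex 365/Em 440 nm; AC50 by Hill fit.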
GLA spleen mod: qHTS Assay for Inhibitors and Activators of Human alpha-Galactosidase From Spleen Homogenate; Alpha-galactosidase A (Homo sapiens), P06280; human spleen homogenate, 4MU-alpha-Gal fluorescence, 40 min; Potency, µM (series often up to 80 µM), without a hit: at the top dose activity change, negative = inhibition, actives largely listed as inhibitors; actives 0.008% (n = 240,000); AID 2107, 2009;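 note: 0% = enzyme with vehicle and -100% = no enzyme basal signal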
Target sequence (P06280 32-429 limits assumed): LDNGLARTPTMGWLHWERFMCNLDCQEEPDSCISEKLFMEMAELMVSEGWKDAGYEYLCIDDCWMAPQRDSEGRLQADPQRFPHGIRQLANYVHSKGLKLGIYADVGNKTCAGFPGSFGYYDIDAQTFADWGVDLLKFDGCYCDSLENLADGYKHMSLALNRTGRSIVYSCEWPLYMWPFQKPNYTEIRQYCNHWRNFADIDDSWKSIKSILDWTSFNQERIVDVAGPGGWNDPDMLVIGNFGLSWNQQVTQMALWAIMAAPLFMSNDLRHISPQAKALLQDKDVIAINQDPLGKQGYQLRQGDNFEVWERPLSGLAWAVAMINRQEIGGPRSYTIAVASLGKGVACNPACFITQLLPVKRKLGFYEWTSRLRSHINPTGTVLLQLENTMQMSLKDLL
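Spleen homogenate 1 ug + cpd (titration) + 4-MU-alpha-D-galactopyranoside 1 mM; 37C 40 min; 50 mM citrate/phosphate pH 5.0, 0.01% Tween-20; stop pH 10; fluorescence 365/440; AC50 via Hill.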
ALDH1A1 block: qHTS Assay for Inhibitors of Aldehyde Dehydrogenase 1 (ALDH1A1). Aldehyde dehydrogenase 1A1 (Homo sapiens), P00352. Purified ALDH1A1, NADH fluorescence, propionaldehyde substrate. Potency, µM (top dose mostly 75.3 µM), inactives show at the top dose activity, negative = inhibition, usual class: inhibitors. actives 7.3% (n = 220,000); active = well fitted inhibition curve with a large enough effect, not every such curve was filed as active; inconclusive = small, poorly fitted or top-dose-only effect, or another doubt; inactive = no such curve, though single readings can be large or run the other way;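 note: plate controls were no enzyme wells and a reference inhibitor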
Target sequence (P00352 whole entry, looked up): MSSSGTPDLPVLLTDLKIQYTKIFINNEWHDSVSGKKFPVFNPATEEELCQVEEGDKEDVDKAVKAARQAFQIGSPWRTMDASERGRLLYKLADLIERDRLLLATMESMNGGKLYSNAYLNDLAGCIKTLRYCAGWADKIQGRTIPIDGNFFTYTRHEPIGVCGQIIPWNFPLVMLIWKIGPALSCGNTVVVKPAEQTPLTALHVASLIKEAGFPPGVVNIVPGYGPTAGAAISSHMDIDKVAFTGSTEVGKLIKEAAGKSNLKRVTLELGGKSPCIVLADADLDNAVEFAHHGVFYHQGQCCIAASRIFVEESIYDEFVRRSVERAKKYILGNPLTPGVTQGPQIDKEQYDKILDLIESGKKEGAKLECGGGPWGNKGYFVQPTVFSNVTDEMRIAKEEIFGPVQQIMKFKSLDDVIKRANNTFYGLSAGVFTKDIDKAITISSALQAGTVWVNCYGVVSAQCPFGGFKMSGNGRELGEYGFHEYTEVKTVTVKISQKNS
NPSR antag: qHTS Assay for Antagonists of the Neuropeptide S Receptor: cAMP Signal Transduction. Q6W5P4. CHO-NPSR cells, cAMP TR-FRET, antagonist mode. Potency, µM (doses to about 38.3 µM), for inactives: at the highest dose activity change, negative = inhibition, usual class: inhibitors. actives 1% (n = 220,000). AID 1461, 2008; note: % is set by controls: 0 for no effect and ±100 for the full control effect; nearly all actives have a fitted effect of over 50% in size; many of its hits are not listed in these tables
Epigenetic derep: Quantitative High-Throughput Screen for Regulators of Epigenetic Control; actives 0.2% (n = 280,000); murine LDR cells, GFP reporter derepression, 30 h; Potency, µM (doses to about 53.9 µM), for the others: top-dose GFP activation, usual class: activators; note: % of control where 0% means no effect; nearly all actives have a fitted effect of over 60% in size
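Reporter derepression read as number of fluorescent GFP-positive objects, 20-120 um in size, counted by laser-scanning cytometer. Mouse LDR line with an epigenetically silenced CMV-GFP locus; compound incubation 30 h, 37 C.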
GAA inh: qHTS Assay for Inhibitors of Human alpha-Glucosidase as a Potential Chaperone Treatment of Pompe Disease; Lysosomal alpha-glucosidase (Homo sapiens), P10253; purified human GAA, 4-MU-alpha-glucoside fluorescence; Potency, µM (highest dose often 76.9 µM), without a hit: top-dose activity change, negative = inhibition, hits mostly inhibitors; actives 0.005% (n = 200,000); AID 1466, 2008;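 note: plate controls were uninhibited enzyme wells for no effect and no-enzyme background for full effect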
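qHTS format, compound range up to 77 uM. Human lysosomal enzyme at 4 nM, 400 uM 4-MU glucoside substrate, pH 5.0, 20 min room temperature; fluorescence after alkaline stop gives activity normalized to controls.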
Tau fluor cs: Counterscreen qHTS for Inhibitors of Tau Fibril Formation, Fluorescence Polarization; tau K18 P301L Alexa594 fluorescence, heparin fibrillization; Potency, µM (highest dose often 57.7 µM), without a hit: at the highest dose activity change, negative = decrease; actives 0.93% (n = 280,000); note: % is set by controls: 0 for no effect and ±100 for the full control effect; nearly all actives have a fitted effect of over 55% in size
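Human tau K18 P301L (15 uM unlabeled, 0.24 uM Alexa 594-labeled) in 100 mM sodium acetate pH 7 with 20 uM heparin, 6 hr at 37 C. ThT 30 uM added, 1 hr ambient; Alexa 594 FP and total fluorescence read at 555/632 nm.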
The depositor's hits bear a star; ? = inconclusive; nt = not tested or not shown; [ ] = dose if it differs, or a comment. Unless noted, calls come from the whole dose curve; as a rule, active = well fitted curve in the direction sought with a large enough effect; inconclusive = small, poorly fitted or top-dose-only effect, or another doubt; inactive = no such curve, though single readings can be large; an effect the other way counts as inactive or inconclusive. Potency is the fitted concentration of half-maximal effect. Only part of the results is shown; the hit share may differ from the screen's.

smiles | GAA glycogen | GAA spleen mod | GLA spleen mod | ALDH1A1 block | NPSR antag | Epigenetic derep | GAA inh | Tau fluor cs
Cc1cc(-n2cccn2)ccc1CN1CCN(C2CCCC2)C(CCO)C1 (stereo unspecified) | -19% | -7% | -2% | -7% | -19% | -3.1% | 1% | 1%
CCOC(=O)NC(=O)COC(=O)c1ccc(Sc2ncn[nH]2)c([N+](=O)[O-])c1 | 2% | -3% | 5% | -11% | 10% | -3.6% | -2% | -4%
Cc1ccc(N=Nc2c(O)n(CN3CCOCC3)c3ccccc23)cc1 | -6% | -8% | -13% | -4% | -10%[46.1 µM] | ? | -2% | -27%
COc1ccc(CCNC(=O)CCCCCNc2nc(=S)[nH]c3ccccc23)cc1OC | 8% | -2% | 12% | -2% | -24%[46.1 µM] | 1.3% | -3% | 3%
CCOC(=O)/C(=C/c1c[nH]c2ccccc12)NC(C)=O | 3% | -2% | -2% | 0% | -19%[46.1 µM] | 0.0% | 3% | -9%
Cc1c(C(=O)NCc2ccc3c(c2)OCO3)cccc1[N+](=O)[O-] | 10% | -1% | -4% | 3% | 11% | -3.0% | -17% | -3%
CN(C)S(=O)(=O)Oc1cccc(C(=O)Nc2ccc(Cl)cc2)c1 | -7% | -10% | -3% | 16µM* | -14%[46.1 µM] | 0.0% | 1% | -25%
COc1cc(C=C2C(=O)OC(C)(C)OC2=O)ccc1OCC(=O)Nc1ccccc1 | 7% | 1% | 0% | ? | -5% | -0.5% | 7% | 12%
c1ccc(C2CCC3(CC2)Oc2ccccc2C2CC(c4cccnc4)=NN23)cc1 (stereo unspecified) | 3% | -5% | -9% | ? | -13% | -1.3% | -1% | 7%
COc1ccccc1N1CCN(S(=O)(=O)c2c(C)ccc3nsnc23)CC1 | 7% | 5% | 14% | ? | -4%[46.1 µM] | -2.1% | -3% | -10%
Cc1ccc(Sc2cnc(N)nc2C)cc1 | 22% | 3% | -3% | 9% | 5% | -0.4% | -5% | 3%
COc1cc(/C=N/NC(=O)CCc2n[nH]c(=O)[nH]c2=O)cc(OC)c1OC | -1% | -18% | -3% | ? | 14% | -1.1% | -2% | 2%
c1ccc(-n2c(-c3ccncc3)nnc2-c2ccco2)cc1 | 6% | -3% | 0% | ? | -7%[46.1 µM] | 0.1% | 3% | -4%
Cn1c2ccccc2c2cc(C(=O)N3CCOCC3)sc21 | 3% | -20% | -3% | ? | -5%[46.1 µM] | -3.2% | 4% | -9%
CC(c1nccs1)N(C)c1nc2nonc2nc1NC1CC1 (stereo unspecified) | 4% | 2% | -1% | 2% | 7% | -1.0% | -3% | -7%
CC(=O)c1ccc(Sc2ccccc2)c([N+](=O)[O-])c1 | -7% | 2% | 3% | nt | 35% | 0.1% | nt | ?
O=C(Nc1ccnc(=O)[nH]1)c1sc2ccccc2c1Cl | -1% | -2% | -13% | nt | -7% | 0.0% | nt | -9%
CCOC(=O)CN1C(=O)C(Sc2n[nH]c(-c3ccc(O)cc3)n2)CCc2ccccc21 (stereo unspecified) | -1% | -2% | 4% | -8% | -24%[46.1 µM] | -0.6% | 4% | ?
CN(CC(O)COCc1cccs1)C1CCCCC1 (stereo unspecified) | -2% | -6% | -10% | 5% | -2%[46.1 µM] | -0.3% | -4% | -6%
CC(=O)Nc1ccc(S(=O)(=O)NCC(=O)OCC(=O)NC(=O)c2cccn2C)cc1 | 2% | -3% | 0% | nt | 15% | 2.2% | nt | -13%
CCCS(=O)(=O)N1CCCC(C(=O)NCc2ccc(C)cc2)C1 (stereo unspecified) | 3% | 0% | -16% | -2% | -5%[46.1 µM] | -0.9% | 5% | -12%
Cc1csc(NC(=O)CSc2nnc(-c3ccncc3)o2)n1 | -2% | -6% | -4% | -3% | -6%[46.1 µM] | -1.1% | -3% | 1%
COc1cc(Cl)ccc1NC(=O)COc1ccccc1C(=O)NN | -22% | -4% | 3% | 1% | -16% | 0.0% | 6% | 2%
Cc1cc(C(=O)CN2C(=O)NC3(CCCc4ccccc43)C2=O)c(C)n1Cc1cccs1 (stereo unspecified) | -4% | -3% | 0% | -7% | -17%[46.1 µM] | -0.3% | -3% | 0%
O=[N+]([O-])c1c(Nc2ccc(O)cc2)cc(N2CCOCC2)c2nonc12 | -12% | -1% | -7% | 12% | -21%[46.1 µM] | 1.3% | 4% | -3%
CC1(C(=O)O)CCC(C(=O)N2CCCCC2)C1(C)C (stereo unspecified) | 5% | 0% | -5% | -6% | -6% | 0.0% | 2% | -13%
O=C(COc1ccc(Cl)cc1)Nc1ncc([N+](=O)[O-])s1 | 1% | -8% | -4% | 4% | -16% | -0.9% | -2% | -12%
Cc1cccc(C)c1NC(=O)CNc1ncnc2sc(C)c(C)c12 | -7% | 2% | 3% | 10% | -2% | 0.0% | -21% | -4%
COc1cc(O)cc(/C=C/c2ccccc2)c1 | nt | 4% | 4% | ? | nt | -1.3% | nt | ?
COC(=O)c1cc(C(=O)N2CCOCC2)cc([N+](=O)[O-])c1 | 6% | -5% | 16% | 0% | 22% | -0.3% | 3% | -2%
COC(=O)Nc1cc([N+](=O)[O-])ccc1OC | -6% | 1% | 1% | -1% | 25% | 0.0% | 5% | 1%
CN(C(=O)c1ccc(S(=O)(=O)c2cccc(Cl)c2)c([N+](=O)[O-])c1)C1CCCCC1 | 1% | -2% | -1% | -9% | -60% | -1.0% | 5% | -28%
Cc1ccc(NC(=O)C(=O)c2c(-c3ccccc3)cc3ccccn23)cc1S(=O)(=O)N1CCOCC1 | -8% | -7% | -2% | ? | ? | -1.9% | -3% | ?
CC(=O)NCCNc1nc(-c2ccccc2Cl)nc2ccccc12 | nt | -5% | 8% | ? | nt | -1.3% | nt | -13%
CC(NC(=O)/C(=C/c1ccc(OC(F)F)cc1)c1ccccc1)c1ccccc1 (stereo unspecified) | -13% | -5% | -14% | -2% | -59% | -1.0% | -6% | -8%
O=C(O)c1cccnc1C(=O)N1CCc2c([nH]c3ccccc23)C1C(F)(F)F (stereo unspecified) | 9% | -2% | -4% | -14% | 9% | 3.2% | 2% | -9%
COc1ccc(Nc2ccc(S(=O)(=O)N3CCCCCC3)cc2[N+](=O)[O-])cc1 | -10% | 2% | 0% | -5% | -26%[46.1 µM] | 0.0% | -2% | ?
CCCc1nnc(NC(=O)c2ccc([N+](=O)[O-])cc2)s1 | 3% | -1% | -3% | 9% | 5% | 1.5% | 4% | -4%
O=c1ccn([C@@H]2O[C@H](COP(=O)(O)O)[C@@H](O)[C@H]2O)c(=O)[nH]1 | nt | -18% | 13% | -5% | nt | 0.0% | nt | -3%
Cc1ccccc1N(C(=O)Cc1ccsc1)C(C(=O)NC1CCCCC1)c1ccc(F)cc1 (stereo unspecified) | -4% | 4% | 5% | 0% | 11%[46.1 µM] | 6.1% | 3% | 1%
Cc1[nH][nH]c(=O)c1C(c1ccc(-c2ccccc2C(=O)O)o1)c1c(C)[nH][nH]c1=O | 8% | 1% | 0% | 5µM* | -1% | -7.0% | 0% | -8%
C[C@](O)(C(=O)Nc1ccc(S(=O)(=O)c2ccccc2)cc1)C(F)(F)F | nt | -5% | 5% | 3% | nt | -1.4% | nt | -12%
CCCC/C(O)=C1\C(=O)CCCC1=NCCc1c(C)[nH]c2ccccc12 | 2% | -3% | -1% | nt | -34% | -1.8% | nt | -21%
COc1ccc(-c2nnn(CC(=O)N(Cc3ccco3)C(C(=O)NCC3CCCO3)c3ccco3)n2)cc1 (stereo unspecified) | 0% | 2% | -18% | 0% | 12% | 0.0% | 3% | -5%
O=C(NCC1CCCCC1)c1cc(S(=O)(=O)N2CCCCC2)ccc1N1CCOCC1 | -1% | 0% | -5% | ? | -44% | -0.5% | nt | -11%
Cc1cccc(-n2cnc(C(=O)O)c2)n1 | 5% | -1% | -1% | 2% | 4% | -0.7% | 2% | -2%
Cc1nn(C(=O)c2nn(C)cc2[N+](=O)[O-])c(C)c1Cl | 2% | -2% | 0% | -3% | 3% | 0.0% | 5% | -2%
CCCN1C(=O)C(NC(=O)c2ccncc2)(C(F)(F)F)C2=C1CC(C)(C)CC2=O (stereo unspecified) | 5% | 3% | 0% | 7.1µM* | -23%[46.1 µM] | -3.3% | -1% | -4%
Cc1nn(C(C)C(=O)N2CCc3ccccc32)c(C)c1[N+](=O)[O-] (stereo unspecified) | 3% | -11% | -9% | -7% | -5%[46.1 µM] | 3.8% | -3% | -10%
CCOc1cc(/C=C2/C(=N)N3OC(C)=CC3=NC2=O)ccc1OC(=O)c1ccco1 | 7% | 0% | -1% | 10µM* | -26% | 0.3% | -1% | -17%
Cc1c(Cl)cn2c(=O)cc(CN(C)Cc3nc4ccccc4c(=O)[nH]3)nc2c1Cl | 11% | 7% | -5% | -4% | -5% | 1.3% | 5% | -7%
Cc1ccc(S(=O)(=O)N(C)C)cc1NC(=S)NC(=O)C12CC3CC(CC(C3)C1)C2 | -2% | 0% | -1% | ? | -55% | 0.0% | 0% | -27%
COc1ccc(-c2nnnn2-c2ccc(F)cc2F)cc1 | -8% | -14% | 0% | 7% | 2% | 1.1% | 6% | 2%

Rewritten as labelled records: 3 of the compounds above
CCCC/C(O)=C1\C(=O)CCCC1=NCCc1c(C)[nH]c2ccccc12
  GAA glycogen: 2%
  GAA spleen mod: -3%
  GLA spleen mod: -1%
  ALDH1A1 block: nt
  NPSR antag: -34%
  Epigenetic derep: -1.8%
  GAA inh: nt
  Tau fluor cs: -21%
COc1ccc(-c2nnn(CC(=O)N(Cc3ccco3)C(C(=O)NCC3CCCO3)c3ccco3)n2)cc1 (stereo unspecified)
  GAA glycogen: 0%
  GAA spleen mod: 2%
  GLA spleen mod: -18%
  ALDH1A1 block: 0%
  NPSR antag: 12%
  Epigenetic derep: 0.0%
  GAA inh: 3%
  Tau fluor cs: -5%
O=C(NCC1CCCCC1)c1cc(S(=O)(=O)N2CCCCC2)ccc1N1CCOCC1
  GAA glycogen: -1%
  GAA spleen mod: 0%
  GLA spleen mod: -5%
  ALDH1A1 block: ?
  NPSR antag: -44%
  Epigenetic derep: -0.5%
  GAA inh: nt
  Tau fluor cs: -11%
